STEP block = inhibitors of human striatal-enriched phosphatase STEP; recombinant STEP, OMFP fluorogenic substrate, fluorescence; P54829; inhibition, % at 20 µM; hit rate 0.25% among 360,000;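 active = inhibition at 20 µM, scaled per plate between control wells, above about 37%, limit read from the data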;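 also: 0% = DMSO with enzyme and substrate and 100% = substrate only without enzyme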
Target sequence (P54829 whole entry, looked up): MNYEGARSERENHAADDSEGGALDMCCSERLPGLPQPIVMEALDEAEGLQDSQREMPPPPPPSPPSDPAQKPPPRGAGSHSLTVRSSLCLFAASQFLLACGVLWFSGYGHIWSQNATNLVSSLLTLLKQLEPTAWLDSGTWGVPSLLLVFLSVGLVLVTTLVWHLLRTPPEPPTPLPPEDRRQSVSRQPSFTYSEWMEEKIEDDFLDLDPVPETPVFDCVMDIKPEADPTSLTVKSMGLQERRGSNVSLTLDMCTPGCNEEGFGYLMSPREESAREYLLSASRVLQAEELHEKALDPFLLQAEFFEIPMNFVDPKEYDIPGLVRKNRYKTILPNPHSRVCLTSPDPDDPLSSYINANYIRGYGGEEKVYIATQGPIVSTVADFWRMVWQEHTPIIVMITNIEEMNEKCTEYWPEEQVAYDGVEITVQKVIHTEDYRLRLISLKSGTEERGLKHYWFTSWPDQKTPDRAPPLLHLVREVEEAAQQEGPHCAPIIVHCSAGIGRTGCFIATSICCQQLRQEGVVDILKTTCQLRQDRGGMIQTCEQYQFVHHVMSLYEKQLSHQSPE
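Measure: Control-normalized % inhibition with plate pattern correction | Test system: STEP phosphatase, cell-free reaction | Medium: pH 6.0 Bis-Tris with DTT and Tween 20 | Technique: Fluorescence, 480/540 nm | Times: Reaction 20 min, ambient temperature | Doses: Single compound dose of 20 µM, 1% DMSO final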
Scp-1 inhibitor = blocks human Scp-1 phosphatase activity. hit rate 0.88% among 340,000. Recombinant Scp1, phosphopeptide, malachite green phosphate absorbance. inhibition, % at 20 µM. AID 493091. Q9GZU7;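 active = inhibition above about 50% at 20 µM, limit read from the data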;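 also: plate controls were DMSO wells with enzyme for no effect and wells lacking enzyme for full effect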
Target sequence (Q9GZU7 76-261 limits assumed): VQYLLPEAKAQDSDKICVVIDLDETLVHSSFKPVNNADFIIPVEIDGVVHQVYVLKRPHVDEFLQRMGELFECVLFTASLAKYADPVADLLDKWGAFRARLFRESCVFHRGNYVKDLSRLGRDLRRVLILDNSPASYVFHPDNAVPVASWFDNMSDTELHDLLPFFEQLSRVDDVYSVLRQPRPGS
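Material – SCP-1 phosphatase catalytic domain, residues 76-261 · Buffer or medium – Acidic Tris acetate buffer with magnesium and detergent · Also added – Phospho 17-mer peptide substrate · Compound – single 20 µM dose, 1% DMSO · Times – 45 min room-temperature reaction, 5 min colour, 30 min stabiliser · Technique – Phosphate-binding colour reagent, absorbance read at 630 nm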
NRP1-CendR mod = NRP-1/CendR interaction modulation; O14786; FAM-RPARPAR peptide binding to NRP-1, fluorescence polarization; inhibition, % at 25 µM; hit rate 0.85% among 360,000;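 active = inhibition or corrected inhibition above about 18%, plus a signal ratio from 0.5 to 1.5, limit read from the data, passing the limit was not always enough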; also: strong numbers were not always called active
SUMO1-SIM PPI = alters human SUMO1 binding to SIM partners; P63165; SUMO1 binding to a labelled peptide, TR-FRET, 1 h; inhibition, % at 20 µM; hit rate 0.33% among 360,000; AID 602429; in the data active = inhibition above about 37%
Target sequence (P63165 whole entry, looked up): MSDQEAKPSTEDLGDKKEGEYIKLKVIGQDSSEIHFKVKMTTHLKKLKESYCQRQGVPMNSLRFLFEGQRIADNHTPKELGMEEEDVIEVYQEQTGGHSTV
Neddylation inh = inhibitors of human cullin neddylation | calls only at 25 µM | AID 651699 | TR-FRET cullin neddylation, biochemical | P61081+Q13564 | hit rate 0.58% among 360,000; in the data active = inhibition above about 36%
LMPTP inh = LMPTP (human) inhibition | hit rate 0.22% among 360,000 | inhibition, % at 20 µM | AID 651560 | P24666 | recombinant LMPTP-A, OMFP fluorogenic substrate, fluorescence intensity;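 active = compounds that cut the enzyme signal by at least half of the control window in the single-dose screen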;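 also: plate controls were DMSO wells with enzyme plus substrate for no effect and substrate without enzyme for full effect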
Target sequence (P24666 whole entry, looked up): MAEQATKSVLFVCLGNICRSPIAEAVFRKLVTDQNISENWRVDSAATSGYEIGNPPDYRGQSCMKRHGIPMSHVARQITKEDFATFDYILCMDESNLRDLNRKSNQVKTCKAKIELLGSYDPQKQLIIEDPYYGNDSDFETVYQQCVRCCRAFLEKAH
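Assay system: LMPTP-A enzyme. Input: 0.625 nM LMPTP-A final. Probe or stimulus: 400 µM OMFP. Compound dosing: single 20 µM dose. Schedule: 50 min dark incubation at room temperature. Detection: fluorescence intensity of OMFP turnover product. Read-out: percent inhibition versus substrate-only and uninhibited controls. Benchmarks: no-enzyme low control, uninhibited high control.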
SKN-1 block = inhibitors of C. elegans SKN-1; C. elegans VP596 Pgst-4::GFP/RFP ratio, acrylamide-induced, 24 h; inhibition, % at 21.8 µM; hit rate 0.49% among 360,000; AID 624304;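 active = interference check ratio from 0.5 to 1.5 plus GFP to RFP signal ratio inhibition reaching or exceeding a fixed threshold, cut at about 30% in these data, passing the limit was not always enough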; also: some compounds called inactive have numbers as strong as hits
Tb MetRS inh = blocks T. brucei methionyl-tRNA synthetase activity; purified T. brucei MetRS, ATP depletion, Kinase-Glo luminescence; inhibition, % at 11.9 µM; hit rate 0.4% among 360,000; AID 624268;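 active = inhibition above a per-plate cutoff of the control wells' mean inhibition plus 3 SD, cut at about 5.5% in these data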;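 also: 0% = DMSO wells median and 100% = median of wells with control inhibitor compound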
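Dosing: 11.9 µM single point; system: parasite MetRS enzyme; technique: luminescence of leftover ATP; times: 15 min enzyme-compound preincubation, 2 h reaction, 10 min detection, 25 °C; replicates: each compound tested once; read-out basis: percent inhibition relative to median high and low control wells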
DNMT1 inh = DNMT1 (human) enzyme inhibition; P26358; DNMT1 molecular beacon, Hinp1I cleavage, fluorescence; inhibition (reported as % activation of signal), % at 10 µM; hit rate 0.83% among 360,000; AID 588458; in the data active = inhibition above about 50%
NadD inh = blocks S. aureus nicotinate mononucleotide adenylyltransferase. purified NadD enzyme, colorimetric absorbance read-out. inhibition, % at 20 µM. hit rate 0.78% among 360,000. AID 602399; in the data active = inhibition above about 26%; also: some compounds past the cut are filed as inactive
The depositor's hits bear a star; i = inactive; x = no result given.

SMILES	STEP block	Scp-1 inhibitor	NRP1-CendR mod	SUMO1-SIM PPI	Neddylation inh	LMPTP inh	SKN-1 block	Tb MetRS inh	DNMT1 inh	NadD inh
CCC1Sc2ccc(S(=O)(=O)CCC(=O)Nc3ccc(NC(C)=O)cc3)cc2NC1=O (centres undefined)	2	3	2	1	i	-0.7	-2	0.8	-3	2
CSCCC(NC(=O)c1cccc([N+](=O)[O-])c1)c1nc2ccccc2[nH]1 (centres undefined)	0	-9	-1	-28	i	-0.2	4	3.8	-6	2
O=C(CCNS(=O)(=O)c1ccccc1C(F)(F)F)NNC(=O)c1csc(N2CCOCC2)n1	0	-5	0	-2	i	-1.7	4	0.1	4	4
O=C(O)c1cc2cc(F)ccc2[nH]1	-1	-9	-9	-2	i	0.3	5	-0.3	-6	-1
COc1ccc(C(=O)CSc2nnc3ccc(-c4ccccn4)nn23)cc1	-2	1	4	-41	i	-1.6	-23	-1.3	2	-4
O=C(/C=C1\SC(=O)N(CC(=O)Nc2ccc(F)cc2)C1=O)Nc1ccc(Cl)cc1	0	-6	-16	-3	i	-1.9	-6	0.3	4	9
COc1ccc(N2CCN(C(=O)CSc3nnc4c5cc(C)ccc5n(C)c4n3)CC2)cc1	1	-4	1	-13	i	2.0	20	1.3	-4	7
N#Cc1c(N)n(CCc2ccc(F)cc2)c2nc3ccccc3nc12	-2	6	15	30	x	7.8	-9	4.3	71*	7
CC1(C)Oc2ccc3ccc(=O)oc3c2C[C@H]1O[C@@H]1O[C@H](CO)[C@@H](O)[C@H](O)[C@H]1O	1	-6	8	3	x	-1.6	5	-0.3	-2	-2
O=C(CCCOc1ccc(Cl)cc1Cl)N1CCN(c2ccccn2)CC1	5	-2	-2	11	i	5.6	13	12*	-1	-6
Cc1ccc(-n2nc3c(c2NC(=O)C(C)(C)C)CSC3)c(C)c1	0	3	13	0	i	-2.5	-3	-0.9	3	7
CC(C)(C)c1nnc(N/N=C/c2cc(Br)ccc2O)n(N)c1=O	-3	-27	-2	-4	i	0.4	-1	-0.8	-4	6
O=C(OCC(=O)c1c[nH]c2ccccc12)c1ccc(Br)o1	-1	-9	-23	0	i	1.7	13	1.4	-4	-2
O=C(N/N=C/c1c[nH]c2ccccc12)c1cc(-c2cccc3ccccc23)n[nH]1	-5	-8	-6	1	i	2.3	10	0.2	-28	16
C#CCOCCOCCOCCNc1nc(N2CCN(C(=O)[C@H](CCCCN)n3cc([C@@H](N)[C@H](C)CC)nn3)CC2)nc(N2CCN(C(=O)[C@H](CCCCN)n3cc([C@@H](N)CC(N)=O)nn3)CC2)n1	1	-11	14	-155	i	-8.1	14	-0.2	-28	-7
CSc1ccccc1NC(=O)CSCc1nc2sc(C)c(C)c2c(=O)[nH]1	-2	-7	-22	0	i	0.0	5	-0.3	-2	-3
CCCCN(CCCC)Cc1cc(=O)oc2cc(C)c(Cl)cc12	4	x	-3	7	i	0.5	1	-1.6	7	4
COc1ccc(C2CC(c3ccc(Cl)cc3)n3nc(N)nc3N2)cc1 (centres undefined)	1	7	-7	5	i	-0.8	5	-0.5	3	8
COc1cc(S(=O)(=O)N2CCOCC2)cc(C(=O)NCC(c2cccs2)N2CCOCC2)c1OC (centres undefined)	-2	-9	6	3	i	-0.9	-1	-0.1	1	-5
CCN(CC)c1ncnc2c1ncn2[C@H]1CN(Cc2cccnc2)C[C@@H](CO)O1	0	x	1	-2	i	0.7	8	-0.1	0	4
O=C(Oc1cccc2ccccc12)C1CC1	0	-7	4	3	i	0.1	4	-0.8	-1	0
Cc1ccc(CCNC(=O)C2CCCN(S(=O)(=O)N3CC(C)CC(C)C3)C2)cc1 (centres undefined)	-2	-6	0	5	i	0.5	-4	-0.2	1	-8
COC(=O)c1cc(C#N)c(NCc2ccc(Cl)cc2Cl)nc1C	1	-10	-5	1	i	1.3	7	-0.4	21	5
Cc1nc2cc(N3CCCCC3)c(NC(=O)c3cccnc3)cc2c(=O)n1Cc1ccccc1	-2	-4	-1	-3	i	0.9	23	-0.6	-3	18
Cn1ccnc1SCC(=O)c1cc2ccccc2o1	6	-5	-74	-1	i	4.3	6	-0.3	-12	15
COc1ccc(-c2ccc(CCC(=O)O)n2NC(N)=O)cc1	-2	2	4	7	i	-0.5	-11	-0.4	-5	-2
O=C1NC[C@@H](CCCCN2C[C@H](Cc3ccccc3)N(Cc3ccccc3)C(=O)C2=O)N(CC2CCCCC2)C1=O	x	x	2	3	i	0.0	15	-0.7	x	7
COc1ccc(-c2cnc3c(NC=O)cc(-c4ccc(C(=O)N5CCOCC5)cc4)cn23)cc1OC	4	x	-11	-28	i	-0.1	8	-0.3	-11	8
CCc1ccc(-c2cc3c(=O)n(CC(=O)NCCN4CCCCC4C)nc(C)n3n2)cc1 (centres undefined)	2	5	10	-2	i	0.7	7	-0.4	1	-8
O=[N+]([O-])c1ccc(N2CCN(c3ccccc3F)CC2)nc1	-1	-15	13	0	i	-1.6	6	-0.7	1	-2
O=C(/C(C=Nc1ccc(Br)cc1)=C(/O)c1ccco1)C(F)(F)F	-1	-8	-2	-20	i	-0.8	74*	0.7	-2	-6
O=C1C(=O)C(c2ccccc2)C(=O)C1c1ccccc1 (centres undefined)	2	-12	-36	0	i	0.5	-14	-0.1	-2	5
COCCn1c(C)cc(C(=O)CN2C(=O)C(=O)N(CCC3=CCCCC3)C2=O)c1C	-3	x	-4	-6	i	2.0	-1	-0.3	-4	0
O=[N+]([O-])c1ccc(N2CCCCC2)cc1SCCO	-1	-8	13	-23	i	0.9	2	0.1	-2	-11
COc1cc2c(cc1OC)C(c1cccc([N+](=O)[O-])c1)N(C(=O)c1ccccc1C(=O)O)CC2 (centres undefined)	-2	9	13	-5	i	-1.3	4	-1.4	0	4
COc1ccc(-c2nnn(CCC(=O)O)n2)cc1	1	-6	-8	5	i	-0.5	-5	0.4	1	0
O=S(=O)(c1ccc(OCC(O)CN2CCN(c3ccc(F)cc3)CC2)cc1)N1CCOCC1 (centres undefined)	-2	-2	5	0	i	-1.2	-5	-0.3	1	-4
O=C(O)CCC1COc2ccccc2O1 (centres undefined)	1	-3	-7	2	i	-0.9	-2	0.0	11	-4
O=C(Cn1cccc(C(F)(F)F)c1=O)c1ccc(Cl)cc1	-2	-13	-7	3	i	0.2	-8	-1.1	-6	1
COC(=O)Cn1c(=NC(=O)c2ccc(OC)c(OC)c2)sc2cc(OC)ccc21	-3	-7	8	4	i	0.5	7	-0.8	-8	-4
CCc1ccc(CN(C)C(=O)c2cccc(S(=O)(=O)Nc3ccccc3OC)c2)cc1	-1	-8	-8	-2	i	2.0	7	-0.4	1	2
O=C(Nc1ccc(C(=O)NCc2ccc(F)cc2)cc1)C1=CSCCO1	2	-10	-3	10	i	0.5	6	-0.8	6	-7
Cc1nn(C(C)C(=O)O)c(C)c1[N+](=O)[O-] (centres undefined)	2	-7	4	-2	i	-0.5	-2	-0.4	0	-3
O=C(O)c1ccccc1-c1nc2ccccc2[nH]1	1	-6	2	-1	i	0.0	4	-0.5	-1	9
O=C(COC(=O)C1CC2C=CC1C2)NCc1ccco1 (centres undefined)	4	71*	-24	2	i	3.9	8	-0.2	89*	-1
COC(=O)Nc1ccc(S(=O)(=O)N2CCCC(C(=O)N3CCCCCC3)C2)cc1 (centres undefined)	-3	-2	5	0	i	-0.2	4	-0.7	-2	2
CCC(=O)N(CCC(c1ccco1)C(C)C)Cc1ccccc1 (centres undefined)	4	-14	0	-4	i	1.2	-12	-0.5	-1	0
COC(=O)[C@H](C)NC(=O)NCc1ccccc1	0	-7	-1	-5	i	-1.6	3	0.4	3	6

Some values from the entries so far:
`CC1(C)Oc2ccc3ccc(=O)oc3c2C[C@H]1O[C@@H]1O[C@H](CO)[C@@H](O)[C@H](O)[C@H]1O` in Tb MetRS inh → -0.3
`O=S(=O)(c1ccc(OCC(O)CN2CCN(c3ccc(F)cc3)CC2)cc1)N1CCOCC1` (centres undefined) in NRP1-CendR mod → 5
`COCCn1c(C)cc(C(=O)CN2C(=O)C(=O)N(CCC3=CCCCC3)C2=O)c1C` in NRP1-CendR mod → -4

Later entries.
SMILES	STEP block	Scp-1 inhibitor	NRP1-CendR mod	SUMO1-SIM PPI	Neddylation inh	LMPTP inh	SKN-1 block	Tb MetRS inh	DNMT1 inh	NadD inh
COCCNC(=O)C1(C)CCN(C(=O)Cc2ccc(OC)c(OC)c2)C1 (centres undefined)	1	x	2	-3	i	-0.8	9	-0.4	-32	6
COc1ccc(CNC(=O)/C=C/c2cc([N+](=O)[O-])ccc2OC(F)F)cc1OC	-4	-14	0	-23	i	0.4	-1	-0.3	0	-5
CC(C)CCNC(=O)CN(Cc1ccco1)C(=O)c1snc(C(N)=O)c1N	-2	1	-17	-5	i	1.0	3	-2.4	8	3
Cc1[nH]nc(SCC(=O)NCc2ccc(Cl)cc2)c1[N+](=O)[O-]	0	12	6	-6	i	-1.0	-13	-0.1	3	-4
CCNS(=O)(=O)c1ccc(CCC(=O)N2CCN(C(=O)OCC)CC2)cc1	-2	-4	1	1	i	-0.7	12	-0.8	6	2
CC(C)c1ccc(C2(O)C(=O)Nc3cc(Br)ccc32)c(O)c1 (centres undefined)	-4	-19	-13	-3	i	0.1	24	2.5	-2	-5
c1ccc(COc2ccccc2CNC2CCCC2)cc1	-4	-6	-39	-1	i	-1.4	-11	-0.9	1	2
COc1ccccc1NCC(O)COc1ccc(C(C)(C)C)cc1 (centres undefined)	2	-7	-1	5	i	1.1	7	-0.7	-4	-7
O=C(CSc1ncn[nH]1)Nc1nnc(-c2ccccc2)s1	2	16	-4	-1	i	-3.2	9	-1.0	-1	4
C[C@H](CO)N1C[C@H](C)[C@@H](CN(C)Cc2ccccc2C(=O)O)OCc2cnnn2CCCC1=O	1	x	-2	1	i	-4.0	4	-1.1	1	6
CC(C)CN1C(=O)/C(=C/c2ccco2)NC1=S	0	-8	-64	-5	i	-1.3	4	-0.3	-14	12
COC(=O)c1c(C)cccc1C1CN=NC12Cc1ccccc1C2=O (centres undefined)	-2	-5	-4	-2	i	2.9	16	-0.4	1	1
COC(=O)CC1Oc2ccccc2N(Cc2ccccc2)C1=O (centres undefined)	-1	-4	7	16	i	0.8	-14	1.1	0	4

Ordered by value in NRP1-CendR mod (falling): 3 of the compounds above.
| SMILES | NRP1-CendR mod |
| --- | --- |
| COC(=O)CC1Oc2ccccc2N(Cc2ccccc2)C1=O (centres undefined) | 7 |
| C[C@H](CO)N1C[C@H](C)[C@@H](CN(C)Cc2ccccc2C(=O)O)OCc2cnnn2CCCC1=O | -2 |
| CC(C)CN1C(=O)/C(=C/c2ccco2)NC1=S | -64 |
